PAD4 FP inh = PAD4 (human) enzyme inhibition; inhibition, % at 6.36 µM; recombinant PAD4, RCA probe fluorescence polarization; 0.41% of 330,000 active; AID 485272;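 active = percent inhibition above a cutoff equal to the mean of all tested compounds plus 3 SD, cut at about 15% in these data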;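 note: 0% = PAD4 with RCA probe and DMSO and 100% = probe without PAD4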
LYPLA2 counter = counter-screen for PME1 inhibitors: inhibitors of human LYPLA2; O95372; recombinant LYPLA2, FP-Rh probe fluorescence polarization; inhibition, % at 5.9 µM; 0.38% of 320,000 active; AID 2177;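 active = inhibition above the screen-wide mean plus 3 SD, limit set per campaign, cut at about 26% in these data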;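 note: 0% = LYPLA2 with DMSO and 100% = wells lacking LYPLA2 enzyme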
GSTO1 inh = blocks human GSTO1 in RBBP9 counter-screen | inhibition, % at 5.96 µM | AID 1974 | P78417 | recombinant GSTO1, activity-based probe fluorescence polarization | 1.1% of 300,000 active;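 active = inhibition above the campaign mean inhibition plus 3 SD, cut at about 35% in these data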;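 note: 0% = GSTO1-1 with DMSO and 100% = wells lacking GSTO1-1 enzyme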
Target sequence (P78417 whole entry, looked up): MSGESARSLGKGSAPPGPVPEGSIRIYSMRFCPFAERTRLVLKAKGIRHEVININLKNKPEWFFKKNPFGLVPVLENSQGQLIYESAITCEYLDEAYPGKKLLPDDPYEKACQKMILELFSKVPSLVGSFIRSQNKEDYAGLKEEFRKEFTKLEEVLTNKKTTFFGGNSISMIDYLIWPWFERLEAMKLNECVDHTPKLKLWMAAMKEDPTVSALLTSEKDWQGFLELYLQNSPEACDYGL
LYPLA1 inh = counter-screen for PME1 inhibitors: inhibitors of human LYPLA1 | recombinant LYPLA1, FP-Rh probe fluorescence polarization | inhibition, % at 5.9 µM | 0.16% of 320,000 active | AID 2174;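 active = inhibition above the mean of all tested compounds plus 3 SD, set per campaign, cut at about 14% in these data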;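 note: inhibitors block serine hydrolase probe labeling of LYPLA1 so polarization falls; 0% = enzyme with DMSO and 100% = wells lacking LYPLA1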
PREPL inh = human PREPL enzyme inhibition; recombinant PREPL, fluorescence polarization activity-based probe; 0.68% of 320,000 active; AID 2751; Q4J6C6; inhibition, % at 5.96 µM; in the data active = inhibition above about 43%;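 note: 0% = enzyme with DMSO and 100% = wells lacking enzyme; many of its hits are not listed in these tables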
Target sequence (Q4J6C6 whole entry, looked up): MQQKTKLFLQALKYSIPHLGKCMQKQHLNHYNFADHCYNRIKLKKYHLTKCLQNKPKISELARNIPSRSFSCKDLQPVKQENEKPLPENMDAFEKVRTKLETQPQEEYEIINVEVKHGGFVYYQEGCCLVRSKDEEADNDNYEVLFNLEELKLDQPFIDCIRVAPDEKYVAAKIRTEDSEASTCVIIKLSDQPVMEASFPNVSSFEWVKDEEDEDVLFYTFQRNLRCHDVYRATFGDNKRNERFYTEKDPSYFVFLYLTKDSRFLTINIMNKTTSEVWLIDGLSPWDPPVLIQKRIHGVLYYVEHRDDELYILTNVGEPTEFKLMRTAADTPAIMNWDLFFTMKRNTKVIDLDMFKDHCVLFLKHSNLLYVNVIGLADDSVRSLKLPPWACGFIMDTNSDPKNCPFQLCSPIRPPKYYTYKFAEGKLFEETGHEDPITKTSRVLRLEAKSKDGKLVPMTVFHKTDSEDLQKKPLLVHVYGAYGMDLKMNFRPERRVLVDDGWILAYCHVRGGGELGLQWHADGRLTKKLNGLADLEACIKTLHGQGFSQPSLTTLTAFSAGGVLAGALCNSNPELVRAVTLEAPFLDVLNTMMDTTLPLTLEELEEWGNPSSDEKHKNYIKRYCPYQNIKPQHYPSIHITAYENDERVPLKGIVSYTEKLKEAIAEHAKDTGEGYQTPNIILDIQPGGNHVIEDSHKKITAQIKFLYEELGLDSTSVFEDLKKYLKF
PAFAH2 FP inh = PAFAH2 (human) inhibition; Q99487; recombinant PAFAH2, FP-rhodamine activity probe, fluorescence polarization; inhibition, % at 3.39 µM; 0.99% of 340,000 active; AID 492956;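 active = inhibition above the mean over all tested compounds plus 3 SD, cut at about 30% in these data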;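 note: inhibitors block probe labeling of enzyme so polarization drops; 0% = enzyme with DMSO and 100% = wells lacking PAFAH2 protein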
EBNA-1 inhibitor = blocks EBNA-1 binding to DNA. 0.34% of 300,000 active. EBNA-1 DNA binding, fluorescence polarization. inhibition, % at 14.8 µM; in the data active = inhibition above about 28%
ZTA counter = blocks Epstein-Barr virus ZTA, an EBNA-1 counter-screen | P03206 | ZTA-DNA binding, fluorescence polarization | inhibition, % at 11 µM | 0.15% of 320,000 active | AID 2234; in the data active = inhibition above about 33%
PAFAH1B3 FP inh = PAFAH1B3 (human) inhibition; Q15102; recombinant PAFAH1B3, FP-rhodamine probe, fluorescence polarization; inhibition, % at 3.39 µM; 0.28% of 340,000 active; AID 492972;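 active = inhibition above the screen-wide average of all tested compounds plus 3 SD, cut at about 25% in these data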;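 note: 0% = enzyme with DMSO only and 100% = wells lacking PAFAH1B3 protein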
An asterisk follows results filed as active; x = no result given.

SMILES	PAD4 FP inh	LYPLA2 counter	GSTO1 inh	LYPLA1 inh	PREPL inh	PAFAH2 FP inh	EBNA-1 inhibitor	ZTA counter	PAFAH1B3 FP inh
COc1cccc(NC(=O)C(c2ccccc2)N2CCNC(=O)C2)c1 (stereo not drawn)	-3	9	3	0	7	-1	1	1	12
CN(CC(=O)NCc1ccc2c(c1)OCO2)CC(=O)Nc1ccc(F)c(F)c1F	2	-5	x	-1	8	2	x	0	7
CCC1CCC2(CC1)NNC(=S)NN2	2	7	2	-2	1	0	5	6	7
O=C(NCC1CCCO1)c1cccc(F)c1 (stereo not drawn)	0	8	12	2	-3	2	8	6	14
COc1ccc(Cc2nnc(NC(=O)c3ccc(Cl)c([N+](=O)[O-])c3)s2)cc1	2	-2	-18	-2	2	0	5	-1	-3
O=C(N/C(=C\c1cccs1)C(=O)N1CCOCC1)c1cccs1	-4	-6	-2	-1	13	1	-7	-18	5
Nn1c(SCC(=O)N2CCCc3ccccc32)nnc1-c1ccccc1	1	3	4	2	8	3	4	-1	2
O=C1CCN(Cc2ccccc2)CCN1CCOc1ccccc1	-6	4	4	6	4	-2	8	1	2
CC(=O)C1=C(C)Nc2ncnn2C1c1cccc(Br)c1 (stereo not drawn)	-3	3	6	6	3	-1	4	1	-4
Cc1ccc2cn[nH]c2c1NC(N)=S	-6	-4	-1	-4	4	5	-9	7	3
COc1cccc(N(CC(=O)NCCSc2ccc(Cl)cc2)S(C)(=O)=O)c1	-5	6	6	-3	5	3	-16	-10	-5
Cc1ccc(CN(C(=O)Cn2nnc3ccccc32)C(C(=O)NCc2ccco2)c2ccc(C)o2)cc1 (stereo not drawn)	2	-5	2	-1	-3	-10	-2	2	6
Cc1ccc(S(=O)(=O)NC(=O)Nc2c(C)cccc2C)cc1	-1	1	6	-1	5	-9	-5	-8	1
COc1ccc(-n2c(C)cc(C(=O)CN3C(=O)NC4(CCCc5sccc54)C3=O)c2C)cc1 (stereo not drawn)	-2	-5	-6	-4	-3	5	1	3	1
CCCOC(=O)c1ccc(Nc2nc(C)cc(=O)[nH]2)cc1	1	2	-6	-5	-5	-4	6	7	-3
O=C(NCc1ccc(Cl)cc1)c1cccc(NC2=NC3CS(=O)(=O)CC3S2)c1 (stereo not drawn)	0	2	3	-3	2	1	-4	2	7
O=C(COc1ccc(F)cc1)N(Cc1cccc(Br)c1)C1CCS(=O)(=O)C1 (stereo not drawn)	3	5	8	-3	17	-5	2	-4	-1
COCC1CCN(C(=O)C2CCC(=O)N(Cc3ccc(Cl)cc3)C2)CC1 (stereo not drawn)	0	-3	4	0	3	1	-5	6	3
CC(=O)c1c(C)nc(-c2ccc(OCC(=O)Nc3ccc(F)cc3)cc2)n1O	-8	-6	13	-3	2	-6	5	12	12
CC(Oc1ccccc1)C(=O)N/N=C/c1ccccn1 (stereo not drawn)	0	6	8	-2	2	2	6	-15	2
CC(c1ccccn1)N(CCN(C)C)C(=S)Nc1cccc(F)c1 (stereo not drawn)	-1	-6	4	-7	1	4	-12	-11	-8
COc1cccc(C(=O)C2CCCN(Cc3cn(CC(N)=O)c4ccccc34)C2)c1 (stereo not drawn)	4	6	2	6	-6	2	1	-9	-1
COc1ccc(CCNC(=O)C2CCN(C(=O)c3ccc(F)cc3)CC2)cc1OC	-2	5	2	8	12	6	0	5	2
CN(CC(=O)NCc1ccco1)S(=O)(=O)c1ccc2c(c1)n(C)c(=O)c(=O)n2C	4	3	2	0	2	3	6	27	10
CCN(CC)CCN1C2=C(C(=O)CC(C)(C)C2)C(c2cccc(F)c2)C2=C1CC(C)(C)CC2=O	0	6	6	2	6	-1	-2	12	6
CC(=O)c1c(C)[nH]c(C(=O)Nc2ccc3c(c2)OCCO3)c1C	5	2	6	-1	2	-2	-6	9	6
O=c1c(Cc2ccccc2)c(O)ccn1C1CCCCCCC1	-2	2	7	1	5	17	-1	0	3
COc1ccc(C(=O)C2CCCN(S(=O)(=O)c3cccnc3)C2)c(C)c1 (stereo not drawn)	-6	-1	14	-1	0	3	-14	-34	8
CCOC(=O)c1oc2ccccc2c1CN1CCOCC1	5	-2	4	-1	6	10	-5	30	10
COc1ccccc1NC(=O)Cc1cccs1	0	4	-3	-2	8	7	8	-9	1
O=C(C1=C(O)C(=O)N(CCN2CCOCC2)C1c1cccc(Br)c1)c1cccs1 (stereo not drawn)	-3	4	5	8	5	-1	-15	-10	10
CC(=O)Nc1ccc(S(=O)(=O)N(C)CC(=O)N(C)Cc2sccc2C)cc1	0	3	x	-3	15	-3	x	-3	7
Cc1cccc(C)c1N=Cc1c(C(F)(F)F)[nH][nH]c1=O	-2	1	4	-1	-2	6	-1	-19	9
COc1ccc(NC(=O)CC2SC(N3CCOCC3)=NC2=O)c(OC)c1 (stereo not drawn)	2	8	x	3	14	10	x	-7	0
O=C1c2ccccc2C(Nc2ccc3c(c2)OCO3)N1Cc1ccc2c(c1)OCO2 (stereo not drawn)	0	4	23	-1	29	5	0	0	6
Cc1cc(C(=O)N/N=C/c2ccc(N(C)C)o2)cs1	-1	0	10	-1	6	10	1	-5	10
COc1ccc(C2Nc3ccccc3C(=O)N2c2ccccc2)cc1COc1ccccn1 (stereo not drawn)	-2	8	0	2	13	-1	-2	-1	7
COCCN(C(=S)Nc1cc(C)ccc1C)C(C)c1cccnc1 (stereo not drawn)	-4	-4	-8	-5	4	-1	14	4	9
CCOC(=O)n1c(=O)n(Cc2ccc(Cl)cc2Cl)c2ccccc21	0	8	2	2	-7	5	0	-10	1
Cc1ccnc(NC(=O)c2cc(S(=O)(=O)NCc3ccccc3)ccc2C)c1	6	4	x	1	-8	10	x	16	10
O=C(Cn1c(=S)[nH]c2ccccc2c1=O)N1CCc2ccccc2C1	-2	-5	-6	0	-4	-9	6	1	2
CCN1CCN(CCNC(=O)c2ccc3c(c2)NC(=O)/C(=C\c2ccc(OC)c(OC)c2)S3)CC1	-4	0	-239	25*	40	2	4	2	3
O=C(CSc1nnc(-c2cccc(S(=O)(=O)N3CCCCC3)c2)o1)NCCC1=CCCCC1	4	4	2	0	19	10	-1	-3	9
O=C(CSc1nnc(-c2ccc3c(c2)OCO3)o1)Nc1ncc(C(F)(F)F)cc1Cl	-1	5	3	1	5	5	8	12	7
CCN1CCc2c(sc(NC(=O)c3ccc(S(=O)(=O)N(C)CC4CCCO4)cc3)c2C(N)=O)C1 (stereo not drawn)	6	-9	-12	-2	-2	-4	5	7	0
CC1CCN(C(=O)CN2C(=O)C(=O)N(C(C)C)C2=O)c2ccccc2S1 (stereo not drawn)	1	5	x	2	9	-8	x	-11	5
CCN(CC)S(=O)(=O)c1ccc(NC2CCCc3ccccc32)nc1 (stereo not drawn)	-2	-3	-8	-1	2	-1	4	0	8
Cc1ccccc1OC(C)C(=O)N1CCN(c2ccccn2)CC1 (stereo not drawn)	-4	-1	0	-3	1	9	14	8	-2
COc1ccc(CN=CC2=C(O)CNC2=O)cc1OC	-8	-4	3	-2	-1	3	-7	-9	5
O=C(OCc1ccccc1F)c1cnc(Cl)c(Cl)c1	-3	9	10	3	0	4	7	8	-1
COc1ccccc1CCNC(=O)CSc1nnc2ccc(-c3ccncc3)nn12	1	2	5	-2	-27	1	-1	0	5
COCCNC(=O)c1cccc(OC2CCN(Cc3ccccc3OC(F)F)CC2)c1	-3	-2	6	-1	-20	-5	2	12	13
COc1cccc(C(=O)Nc2nnc(CCS(=O)(=O)c3ccc(C)cc3)s2)c1	0	-7	2	-3	-4	-6	8	5	-1
Cc1ccc(N(CC(=O)Nc2cc(C)cc(C)c2)S(=O)(=O)c2c(C)noc2C)cc1	-4	-17	-10	-11	12	-6	5	0	4
CCCNC(=O)CSc1n[nH]c(=O)n1CCc1ccccc1	-2	-5	-7	-2	10	-3	-7	4	9
CCOC(=O)C(C)n1nc(C)c2sc3ccccc3c2c1=O (stereo not drawn)	-2	-1	-5	-2	13	-2	-9	-5	6
CCS(=O)(=O)c1ccc(O)c(NC(=O)Nc2ccccc2)c1	-5	0	-7	3	7	45*	1	-4	-5
C/C(=N/NC(=O)c1ccco1)c1ccc(NC(=O)c2ccc(F)cc2)cc1	0	3	-4	3	2	-5	0	-18	6
Cc1cc2nc3c(nc2cc1C)C1(C(=O)N(C)C)CCC3(C)C1(C)C (stereo not drawn)	3	5	-3	-1	-1	2	-4	1	8
O=C(CN1C(=O)c2cccc([N+](=O)[O-])c2C1=O)N1CCN(S(=O)(=O)c2ccccc2)CC1	-1	-9	x	-3	1	10	x	-22	0

Structural class: those above containing four or more nitrogen atoms
SMILES	PAD4 FP inh	LYPLA2 counter	GSTO1 inh	LYPLA1 inh	PREPL inh	PAFAH2 FP inh	EBNA-1 inhibitor	ZTA counter	PAFAH1B3 FP inh
CCC1CCC2(CC1)NNC(=S)NN2	2	7	2	-2	1	0	5	6	7
COc1ccc(Cc2nnc(NC(=O)c3ccc(Cl)c([N+](=O)[O-])c3)s2)cc1	2	-2	-18	-2	2	0	5	-1	-3
Nn1c(SCC(=O)N2CCCc3ccccc32)nnc1-c1ccccc1	1	3	4	2	8	3	4	-1	2
CC(=O)C1=C(C)Nc2ncnn2C1c1cccc(Br)c1 (stereo not drawn)	-3	3	6	6	3	-1	4	1	-4
Cc1ccc2cn[nH]c2c1NC(N)=S	-6	-4	-1	-4	4	5	-9	7	3
Cc1ccc(CN(C(=O)Cn2nnc3ccccc32)C(C(=O)NCc2ccco2)c2ccc(C)o2)cc1 (stereo not drawn)	2	-5	2	-1	-3	-10	-2	2	6
CC(c1ccccn1)N(CCN(C)C)C(=S)Nc1cccc(F)c1 (stereo not drawn)	-1	-6	4	-7	1	4	-12	-11	-8
CN(CC(=O)NCc1ccco1)S(=O)(=O)c1ccc2c(c1)n(C)c(=O)c(=O)n2C	4	3	2	0	2	3	6	27	10
CCN1CCN(CCNC(=O)c2ccc3c(c2)NC(=O)/C(=C\c2ccc(OC)c(OC)c2)S3)CC1	-4	0	-239	25*	40	2	4	2	3
O=C(CSc1nnc(-c2cccc(S(=O)(=O)N3CCCCC3)c2)o1)NCCC1=CCCCC1	4	4	2	0	19	10	-1	-3	9
O=C(CSc1nnc(-c2ccc3c(c2)OCO3)o1)Nc1ncc(C(F)(F)F)cc1Cl	-1	5	3	1	5	5	8	12	7
CCN1CCc2c(sc(NC(=O)c3ccc(S(=O)(=O)N(C)CC4CCCO4)cc3)c2C(N)=O)C1 (stereo not drawn)	6	-9	-12	-2	-2	-4	5	7	0
COc1ccccc1CCNC(=O)CSc1nnc2ccc(-c3ccncc3)nn12	1	2	5	-2	-27	1	-1	0	5
CCCNC(=O)CSc1n[nH]c(=O)n1CCc1ccccc1	-2	-5	-7	-2	10	-3	-7	4	9
O=C(CN1C(=O)c2cccc([N+](=O)[O-])c2C1=O)N1CCN(S(=O)(=O)c2ccccc2)CC1	-1	-9	x	-3	1	10	x	-22	0

An excerpt; the hit share may differ from the screen's.
